# Nrf2 activator: qHTS of Nrf2 Activators; Potency, µM (titrated, usually from 46.1 µM), without a hit: at the top dose activation, hits mostly activators; 410,000 tested, 0.31% active; AREc32 ARE-luciferase reporter (MCF7-derived line), luminescence, 24 h; also: potency is read from the fitted curve at half-maximal effect; % of control where 0% means no effect; nearly all actives have a fitted effect of over 65% in size
#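 AREc32 cells carrying an ARE-driven firefly luciferase reporter were seeded at 1000 cells/well in OPTI-MEM with 5% FBS, then exposed to compound for 24 hr at 37 deg C. Luminescence was read with Steady-Glo after 30 min at RT.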
# Mm-Cpn inhibitor: Inhibitors of TCP-1 ring complex (TRiC) of Methanococcus maripaludis (MmCpn): qHTS; purified Mm-Cpn ATPase, ADP Transcreener TR-FRET; Potency, µM (highest dose often 76.9 µM), inactives show at the highest dose activity, negative = inhibition, most hits filed as inhibitors; 330,000 tested, 0.031% active; AID 504842, 2011; also: potency is read from the fitted curve at half-maximal effect; % is scaled to controls: 0 for no effect and ±100 for the full control effect; nearly all actives have a fitted effect of over 80% in size
#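 TR-FRET (320 nm excitation; 590 and 665 nm emission) reports ADP made from 10 uM ATP by 25 nM enzyme; compounds were preincubated 10 min, reaction run 30 min, both at 37°C.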
# EPAC2 antag: qHTS for Antagonist of cAMP-regulated guanine nucleotide exchange factor 2 (EPAC2): primary screen; EPAC2 GEF exchange of Rap1B-BODIPY-GDP, fluorescence; Potency, µM (doses to about 114 µM), for the others: at the top dose activity, negative = inhibition, actives largely listed as inhibitors; Rap guanine nucleotide exchange factor 4 (Homo sapiens), Q8WZA2; 360,000 tested, 0.18% active; AID 720708, 2013; also: potency is read from the fitted curve at half-maximal effect; % is scaled to controls: 0 for no effect and ±100 for the full control effect; nearly all actives have a fitted effect of over 45% in size; many of its hits are not listed in these tables
# Target sequence (Q8WZA2 whole entry, looked up): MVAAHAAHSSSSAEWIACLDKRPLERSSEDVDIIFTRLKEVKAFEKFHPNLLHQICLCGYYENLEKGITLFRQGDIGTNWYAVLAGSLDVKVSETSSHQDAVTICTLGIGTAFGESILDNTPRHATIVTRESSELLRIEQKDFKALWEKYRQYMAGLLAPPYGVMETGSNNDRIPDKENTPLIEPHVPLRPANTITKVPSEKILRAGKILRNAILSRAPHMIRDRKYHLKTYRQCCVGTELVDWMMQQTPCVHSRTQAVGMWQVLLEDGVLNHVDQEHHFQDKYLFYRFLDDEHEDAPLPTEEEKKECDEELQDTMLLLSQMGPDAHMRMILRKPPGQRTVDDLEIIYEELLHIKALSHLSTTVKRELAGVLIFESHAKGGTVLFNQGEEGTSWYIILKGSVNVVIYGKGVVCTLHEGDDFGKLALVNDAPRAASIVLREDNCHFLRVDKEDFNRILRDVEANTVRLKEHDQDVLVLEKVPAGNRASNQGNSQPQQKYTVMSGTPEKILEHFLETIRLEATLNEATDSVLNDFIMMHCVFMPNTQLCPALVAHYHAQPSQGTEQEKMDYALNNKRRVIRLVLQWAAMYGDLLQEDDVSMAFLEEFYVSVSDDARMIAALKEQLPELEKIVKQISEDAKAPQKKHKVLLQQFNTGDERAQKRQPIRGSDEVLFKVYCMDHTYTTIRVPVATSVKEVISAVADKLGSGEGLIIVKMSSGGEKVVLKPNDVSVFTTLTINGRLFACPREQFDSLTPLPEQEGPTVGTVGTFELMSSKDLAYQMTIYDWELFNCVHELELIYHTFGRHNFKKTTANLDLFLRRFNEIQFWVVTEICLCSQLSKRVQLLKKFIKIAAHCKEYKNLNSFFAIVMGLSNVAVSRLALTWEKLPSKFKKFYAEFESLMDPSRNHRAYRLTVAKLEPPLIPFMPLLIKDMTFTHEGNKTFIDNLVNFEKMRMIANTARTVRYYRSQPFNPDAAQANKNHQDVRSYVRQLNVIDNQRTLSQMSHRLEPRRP
# Nrf2 block: Nrf2 qHTS screen for inhibitors; Potency, µM (doses to about 46 µM), without a hit: top-dose activity change, negative = inhibition, actives largely listed as inhibitors; A549 ARE-Fluc reporter, luciferase luminescence, 18-24 h; 360,000 tested, 2.1% active; AID 504444, 2011; also: potency is read from the fitted curve at half-maximal effect; % is scaled to controls: 0 for no effect and ±100 for the full control effect; nearly all actives have a fitted effect of over 60% in size
#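 A549 ARE_Fluc cells, 5000/well, 5% FBS OPTI-MEM; compounds in dose-response, 18-24 h at 37 °C/5% CO2; CellTiter-Fluor viability read (Ex 405/Em 525), then BugLite luciferase luminescence = Nrf2 activity.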
# TGFb SMAD3 inh: qHTS for Inhibitors of TGF-b; HepG2 CAGA-GFP TGF-b/SMAD3 reporter, GFP fluorescence, 18 h; TGF-beta stimulated, 500 pg/mL final; Potency, µM (doses to about 46.1 µM), inactives show top-dose activity, negative = inhibition, usual class: inhibitors; 410,000 tested, 1.2% active; AID 588855, 2011; also: potency is read from the fitted curve at half-maximal effect; % is scaled to controls: 0 for no effect and ±100 for the full control effect; nearly all actives have a fitted effect of over 65% in size
#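 HEPG2 CAGA-GFP reporter cells (1000/well, DMEM with 1% FBS) received compounds, then recombinant TGF-beta at 500 pg/mL final for 18 hours at 37 degrees C. Per-cell GFP summed per well was normalised to unstimulated and stimulated DMSO controls before curve fitting.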
# pAkt inh: HTS Assay for Inhibitors of Akt Phophorylation: Primary Screen; Neuro2A IGF-stimulated pAkt S473 HTRF, 20 min; active compounds read low; activity change, % for hits at 50 µM; 360,000 tested, 0.32% active; in the data active = activity change below about -80%; inconclusive = mostly about -51% to -80%; also: % is scaled to controls: 0 for no effect and ±100 for the full control effect
#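 Neuro2A cells (4,500/well, DMEM with 0.5% FBS) were treated with compound at a single 50 µM final concentration, stimulated with 6 nM IGF for 20 min at 37 °C, and lysed. Phospho-Akt Ser473 was read by HTRF as 665/615 ratio ×10^4.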
# CCT chaperon mod: High-Throughput Screening for Modulators of Cytosolic Chaperonin Activity | activity change, % (concentration not given with the values), hits read low | purified chaperonin ATPase assay, HTRF ADP detection, 30 min | AID 651819, 2012 | 360,000 tested, 0.3% active; in the data active = activity change below about -30%; also: % is scaled to controls: 0 for no effect and ±100 for the full control effect
#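 Nucleotide hydrolysis assay: TRiC at 20–40 nM final (set by batch activity) with 10 uM ATP, 30 min at 37 °C, in presence of 76 uM compound. Detection by competitive ADP HTRF, 30 min ambient.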
# EPAC2 agonist: qHTS for Agonist of cAMP-regulated guanine nucleotide exchange factor 4 (EPAC2): primary screen. Rap guanine nucleotide exchange factor 4 (Homo sapiens), Q8WZA2. EPAC2 activation, biochemical qHTS; response scale: 100% = 6.5 mM cAMP response. Potency, µM (titrated, usually from 154 µM), inactives show at the highest dose activation, usual class: activators. 360,000 tested, 0.079% active. AID 720711, 2013; also: potency is read from the fitted curve at half-maximal effect; nearly all actives have a fitted effect of over 50% in size
#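 Compounds were added across a concentration range to EPAC2 (100 nM), RAP1B-BODIPY-GDP (250 nM) and GDP (50 uM). After 5 min at room temperature, fluorescence was recorded at 5-min intervals for 30 min.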
# A549 viability: Nrf2 qHTS screen for inhibitors: counterscreen for cytotoxicity; A549 ARE-Fluc cells, CellTiter-Fluor viability, 18-24 h; Potency, µM (titrated, usually from 46 µM), inactives show at the highest dose activity change, negative = cytotoxicity, actives largely listed as inhibitors; 390,000 tested, 0.16% active; AID 504648, 2011; also: potency is read from the fitted curve at half-maximal effect; % is scaled to controls: 0 for no effect and ±100 for the full control effect
#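 Cytotoxicity counterscreen: CellTiter-Fluor fluorescence was measured in A549 ARE_Fluc cells after 18-24 h of compound exposure in a concentration series. The subsequent BugLite luminescent read reports ARE-luciferase activity.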
# The depositor's hits bear a star; i = inactive; ? = inconclusive; . = not tested or not shown; [ ] = dose if it differs, or a comment. Unless noted, calls follow the shape of the dose curve; as a rule, active = well fitted curve in the direction sought with a large enough effect; inconclusive = small, poorly fitted or top-dose-only effect, or another doubt; inactive = no such curve, though single readings can be large; an effect the other way counts as inactive or inconclusive. The list is partial; the hit share may differ from the screen's.
1) O=c1c2ccccc2nc2c3ccccc3c(NCc3cccnc3)nn12
2) O=C(Nc1ccc(Cl)cc1)c1ccc(-n2cncn2)c([N+](=O)[O-])c1
3) O=C1C[C@@H]2CCN3C(=O)CCC[C@@H]([C@H]23)[C@H]1Cc1ccccc1
4) CC(=O)O/N=C/c1c(NCc2ccccc2)nc2c(C)cccn2c1=O
5) COC(=O)c1ccc2c(c1C(=O)OC)CN(S(=O)(=O)C(C)(C)C)[C@@H]2CCO
6) CN1CCN(CCOCCOc2ccc(Br)cc2Cl)CC1
7) O=C(NCc1cccc(F)c1)C1CCC(=O)N(CCCN2CCOCC2)C1 (configuration not stated)
8) Cc1nc(SCCC(=O)O)c2cc(-c3ccccc3)sc2n1

Screen / compound no.	1	2	3	4	5	6	7	8
Nrf2 activator	0.1%	3.4%	-0.7%	3.6%	-0.7%	-0.5%	-0.1%	-2.0%
Mm-Cpn inhibitor	2%	0%	1%	-5%	.	-2%	2%	-3%
EPAC2 antag	9%	6%	14%	4%	-2%	8%	8%	-11%
Nrf2 block	10%	?	2%	7%	9%	2%	5%	?
TGFb SMAD3 inh	1%	-16%	17%	13%	-5%	-18%	-28%	14%
pAkt inh	i	i	i	i	i	i	i	i
CCT chaperon mod	1.7	-0.7	-2.8	-1.8	-0.8	0.6	1.9	-1.4
EPAC2 agonist	6%	1%	11%	8%	-1%	16%	6%	-1%
A549 viability	17%	9%	-1%	2%	-6%	11%	1%	0%

9) CC(Nn1cnnc1)c1cc(Cl)ccc1O (configuration not stated)
10) O=C(N/N=C\c1cccc(Cl)c1)c1ccc(Cn2cccn2)o1
11) CCOC(=O)C1=CN(CC)S(=O)(=O)NC1c1cccc(OC)c1 (configuration not stated)
12) COc1cc(/C=N/N(C)C)ccc1OC(=O)c1cccs1
13) CCCC(=O)Nc1ccc(C(=O)NCc2ccccn2)cc1
14) Cc1nc(N/N=C/c2ccc(Br)cc2)cc(N2CCOCC2)n1
15) Fc1ccc(-c2noc(C3CCN(Cc4cccnc4)CC3)n2)cc1
16) O=C(CS(=O)c1cccc(C(F)(F)F)c1)Nc1ccccc1Cl (configuration not stated)

Screen / compound no.	9	10	11	12	13	14	15	16
Nrf2 activator	0.3%	3.2%	-1.3%	-0.3%	2.3%	18%	-0.1%	-0.6%
Mm-Cpn inhibitor	7%	-2%	0%	-2%	0%	0%	-1%	0%
EPAC2 antag	12%	10%	-5%	-2%	2%	6%	-1%	-3%[57.1 µM]
Nrf2 block	6%	-1%	6%	0%	11%	-16%	?	7%
TGFb SMAD3 inh	17%	0%	1%	-1%	-1%	30%	-6%	34%[activator]
pAkt inh	i	i	i	i	i	i	i	i
CCT chaperon mod	-0.9	-1.7	1.8	1.9	-3.5	-0.1	0.8	-0.6
EPAC2 agonist	14%	-8%	-9%	9%	3%	2%	-6%	10%
A549 viability	1%	2%	-9%	1%	1%	0%	-15%	4%

17) CC(C(=O)Nc1ccc(F)cc1Cl)N1CCN(S(=O)(=O)c2cccs2)CC1 (configuration not stated)
18) COCCN=C1NN=C(c2cc(C)n(CC3CCCO3)c2C)CS1 (configuration not stated)
19) COc1ccc(CC(=O)NNC(=O)COc2ccc(Cl)cc2C)cc1S(=O)(=O)N1CCOCC1
20) S=C(NCc1ccc(Cl)cc1)NN1CCOCC1
21) Cc1c(C2Nc3ccccc3NC3=C2C(=O)CC(C)(C)C3)cnn1C (configuration not stated)
22) CCOC(=O)c1sc(NC(=S)NC(=O)c2cccc(Cl)c2)c(C(=O)OCC)c1C
23) C=CCN1CCN(C(c2cc(OC)ccc2OC)c2nnnn2CC2CCCO2)CC1 (configuration not stated)
24) O=C(N/N=C/C1CC=CCC1)c1ccc(O)cc1O (configuration not stated)

Screen / compound no.	17	18	19	20	21	22	23	24
Nrf2 activator	0.3%	0.2%	0.4%	0.0%	-0.1%	0.2%	0.0%	3.8%
Mm-Cpn inhibitor	0%	0%	1%	-1%	-4%	-1%	-1%	-5%
EPAC2 antag	0%	16%	-1%	9%	-7%	4%	13%	0%
Nrf2 block	-27%	?	-25%	-3%	-4%	-16%	29%	12%
TGFb SMAD3 inh	-17%	16%	3%	-1%	-11%	-3%	24%	-2%
pAkt inh	i	i	i	i	i	i	i	i
CCT chaperon mod	0.7	0.7	0.3	-0.2	-3.9	-1.8	-1.7	-2.9
EPAC2 agonist	10%	-5%	-1%	0%	1%	-2%	-1%	-2%
A549 viability	-9%	1%	0%	-6%	-9%	-16%	3%	-5%

# The last 4 compounds of the part before come first, to join the parts.
21) Cc1c(C2Nc3ccccc3NC3=C2C(=O)CC(C)(C)C3)cnn1C (configuration not stated)
22) CCOC(=O)c1sc(NC(=S)NC(=O)c2cccc(Cl)c2)c(C(=O)OCC)c1C
23) C=CCN1CCN(C(c2cc(OC)ccc2OC)c2nnnn2CC2CCCO2)CC1 (configuration not stated)
24) O=C(N/N=C/C1CC=CCC1)c1ccc(O)cc1O (configuration not stated)
25) Cc1c(C=O)c(=O)n(-c2ccccc2)n1C
26) O=C1N(c2ccccc2C(F)(F)F)O[C@@]1(c1ccccc1)C1CCCCC1
27) Cc1ccc2[nH]c3c(NCCCN4CCCC4=O)ncnc3c2c1
28) O=C(CCn1c(=S)[nH]c2ccccc2c1=O)N1CCOCC1
29) CC(=O)OCC(=O)C1(O)CCC2C3CCC4=CC(=O)C=CC4(C)C3C(=O)CC21C (configuration not stated)
30) O=C1CN2C(=N1)N(Cc1ccccc1)c1ccccc12
31) Cc1cc(C(=O)Nc2nc(-c3ccccn3)cs2)ccc1[N+](=O)[O-]
32) O=C(Nc1cccc(S(=O)(=O)N2CCOCC2)c1)C(c1ccccc1)N1CCCCC1 (configuration not stated)

Screen / compound no.	21	22	23	24	25	26	27	28	29	30	31	32
Nrf2 activator	-0.1%	0.2%	0.0%	3.8%	-0.6%	-2.1%	3.1%	-0.6%	8.5%	-0.5%	5.0%	-0.7%
Mm-Cpn inhibitor	-4%	-1%	-1%	-5%	1%	-1%	-2%	-5%	.	2%	-1%	-7%
EPAC2 antag	-7%	4%	13%	0%	4%	-16%	-6%	1%	-6%	2%	5%	-7%
Nrf2 block	-4%	-16%	29%	12%	2%	5%	8%	2%	?	8%	?	-13%
TGFb SMAD3 inh	-11%	-3%	24%	-2%	0%	3%	11%	-18%	13%	-1%	?	16%
pAkt inh	i	i	i	i	i	i	i	i	i	i	i	i
CCT chaperon mod	-3.9	-1.8	-1.7	-2.9	-3.7	-3.1	0.6	-1.9	0.2	-0.3	-0.4	1.1
EPAC2 agonist	1%	-2%	-1%	-2%	7%	5%	2%	9%	11%	0%	-1%	3%
A549 viability	-9%	-16%	3%	-5%	0%	5%	-9%	1%	-2%	-10%	?	-3%

33) Cc1ccc(C(=O)N/C(=C\c2ccco2)C(=O)NCCN2CCOCC2)cc1
34) O=C(C[n+]1cnn(CC(=O)c2ccc(Cl)cc2Cl)c1)c1ccc([N+](=O)[O-])cc1
35) Cc1cccc2sc(=S)[nH]c12
36) CC1CN(c2ccc([N+](=O)[O-])cc2F)CCN1C(=O)c1ccco1 (configuration not stated)
37) CC1(C)OC(=O)C(=CNc2ncccn2)C(=O)O1
38) COn1c(SCc2ccccc2)nc2ccccc2c1=O
39) Cc1cc(NC(=O)CSc2nc(C(C)(C)C)nc3ccccc23)no1
40) Cc1cccc(N2C(=O)CC(n3ccnc3)C2=O)c1C (configuration not stated)

Screen / compound no.	33	34	35	36	37	38	39	40
Nrf2 activator	0.3%	19%	9.5%	-0.3%	0.2%	18%	0.1%	-0.5%
Mm-Cpn inhibitor	-1%	-1%	.	-2%	1%	-2%	1%	-7%
EPAC2 antag	2%	7%	-19%	2%	11%	-3%	2%	0%
Nrf2 block	9%	-22%	.	?	3%	?	1%	-2%
TGFb SMAD3 inh	-5%	-11%	?	?	-2%	-8%	?	-22%
pAkt inh	i	i	i	i	.	i	i	i
CCT chaperon mod	-1.8	-0.6	-0.2	0.7	-1.2	-1.4	-0.8	-0.6
EPAC2 agonist	11%	4%	11%	7%	2%	1%	-4%	8%
A549 viability	1%	-7%	.	-17%	7%	.	2%	-1%

41) CC(=O)N1CCc2cc(C(=O)CN3CCN(c4ccccc4F)CC3)ccc21
42) COc1cc(NC(=S)N2CCN(S(C)(=O)=O)CC2)cc(OC)c1
43) COc1ccc(Cl)cc1NC(=O)c1cn(C2CCCCC2)c(=O)c2c1c1ccccc1n2C
44) COc1cc(/C=N\NC(=O)c2ccc(C)nc2)ccc1OC(=O)c1ccco1
45) Cc1ccc(NC(=O)C2CCN(S(=O)(=O)c3ccccc3)CC2)cc1

Screen / compound no.	41	42	43	44	45
Nrf2 activator	3.6%	-0.5%	-0.4%	7.8%	-0.1%
Mm-Cpn inhibitor	-1%	2%	.	0%	8%
EPAC2 antag	-5%	6%	.	6%	12%
Nrf2 block	8%	8%	?	0%	15µM*
TGFb SMAD3 inh	-3%	0%	-11%	15%	-6%
pAkt inh	i	i	.	i	i
CCT chaperon mod	-3.0	-1.0	.	-4.6	-1.3
EPAC2 agonist	7%	0%	.	5%	14%
A549 viability	2%	0%	1%	5%	-10%

# Screens from PubChem.
